C2C12 statin: suppression of simvastatin myotoxicity. rescue of ATP level, % at 7.49 µM. 0.78% of 330,000 active. C2C12 myotubes + simvastatin, ATP luminescence, 48 h; scaled: DMSO 0, geranylgeraniol control 100;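 active = mean ATP rescue above about 67%, or every replicate alone reaching that limit, limit read from the data, passing the limit was not always enough; inconclusive = no clear call, values can overlap the other calls; inactive = mean under the limit and some replicate under it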;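 note: myotubes were challenged with 10 µM simvastatin during compound exposure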
S100A4 inh HTS: S100A4-myosin IIA interaction inhibition; 0.14% of 360,000 active; S100A4/TAMRA-MyoIIA peptide fluorescence polarization; AID 652163; inhibition, % at 10.7 µM;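 active = mean inhibition of at least 70% across replicates, with every replicate also reaching that level; inconclusive = mean inhibition reaches 70% but some replicates fall short; inactive = mean inhibition below 70%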
Target sequence (P26447 whole entry, looked up): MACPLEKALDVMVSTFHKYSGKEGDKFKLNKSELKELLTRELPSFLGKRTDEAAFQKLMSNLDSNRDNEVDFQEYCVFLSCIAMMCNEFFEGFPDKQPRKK
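System – human S100A4 monomer protein, biochemical binding assay · Buffer or medium – Calcium-containing HEPES buffer, pH 7.2 · Timing – 5 min between mix addition and reading · Also added – TAMRA-labelled myosin IIA heavy-chain peptide probe, 5 nM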
Cneo AK release: causes C. neoformans cell lysis | adenylate kinase release luminescence, 4 h; normalised: neutral wells 0, clomiphene wells 100 | lysis activity, % at 15 µM | 0.2% of 360,000 active;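 active = mean lysis activity across replicates of at least 80%, whatever share of replicates individually reach that level; inactive = mean lysis activity below 80%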
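Test system: log-phase Cryptococcus neoformans yeast cells. Input: 5 × 10^6 yeast cells/mL. Medium: fresh YPD growth medium. Doses: single dose. Incubation: static 4 h at 37 °C with compound, 1 h detection. Measured by: luminescent adenylate kinase detection reagent. Read-out: signal increase indicating cell lysis. Benchmarks: Clomiphene.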
PGC1a acetyl inh: lowers PGC1a acetylation signal in U2OS cells; AlphaScreen anti-acetyl-lysine; with virally co-expressed GCN5 acetyltransferase; inhibition, % at 15.6 µM; 0.17% of 350,000 active; AID 651687;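 active = every replicate shows inhibition of at least 40%; inconclusive = mean inhibition at least 40% but some replicate below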;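 note: 0% = neutral control wells and 100% = positive control wells; some results beyond the cut were filed as inactive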
LGR2 antag: inhibitors of bursicon-induced Drosophila LGR2 receptor cAMP signaling. AID 720647. inhibition, % at 9.99 µM. HEK293 LGR2, CRE-luciferase, bursicon-stimulated, 4 h. 0.35% of 380,000 active;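 active = drop in luminescence signal, shown as inhibition above about 50% in the replicate tests, limit read from the data, passing the limit was not always enough; inconclusive = probably only some replicates passing the limit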;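 note: agonist challenge used bursicon conditioned medium at about half maximal strength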
ERAP1 HTS inh: inhibitors of human ERAP1 aminopeptidase; inhibition, % at 10.7 µM; recombinant ERAP1, Leu-AMC fluorescence, 60 min; 0.15% of 340,000 active; AID 652197; Q9NZ08;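 active = mean replicate inhibition of at least 30%, or all replicates individually reaching that 30% level; inactive = mean below 30% and not every replicate reaching it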;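 note: 0% = neutral control wells and 100% = L-leucinethiol positive control wells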
XiGFP reactiv: reactivates the inactive X chromosome in mouse fibroblasts | XiGFP mouse fibroblasts, % GFP-positive cells imaging, 3 d; cells co-treated with 5-aza-dC sensitizer; scaled so ellipticine positive control = 100% | 0.055% of 360,000 active | AID 743238 | activation, % at 7.58 µM;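 active = mean normalized replicate activation at least 10% and every replicate at or above 10%; inconclusive = only one of the two criteria met; inactive = mean below 10% and not all replicates reach 10%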;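 note: 0% = median of on-plate neutral control wells and 100% = ellipticine 6 µM median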
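Assay system: SV40-immortalized XiGFP fibroblast cells, line 68-5-11; buffer or medium: DMEM plus 5-aza-dC sensitizer; compound: one concentration, pinned; timing: compounds 3 days, fix/stain 15 min at room temperature; benchmarks: positive control ellipticine, 6 µM final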
SIRT5 inh: sirtuin-5 (human) deacylase inhibition; Q9NXA8; Purified SirT5, succinyl-peptide AMC, trypsin-coupled fluorescence; inhibition, % at 15 µM; 1.1% of 330,000 active; AID 652115; in the data active = inhibition above about 15%; inconclusive = no clear call, values can overlap the other calls
Target sequence (Q9NXA8 whole entry, looked up): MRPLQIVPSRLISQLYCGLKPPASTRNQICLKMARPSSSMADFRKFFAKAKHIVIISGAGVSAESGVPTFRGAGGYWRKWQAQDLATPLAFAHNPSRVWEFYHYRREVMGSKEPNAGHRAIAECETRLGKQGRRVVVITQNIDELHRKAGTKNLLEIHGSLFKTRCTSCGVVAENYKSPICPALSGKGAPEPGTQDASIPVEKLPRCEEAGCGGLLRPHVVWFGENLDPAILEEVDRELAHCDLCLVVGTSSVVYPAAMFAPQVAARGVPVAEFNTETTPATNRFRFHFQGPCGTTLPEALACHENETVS
* = called active by the depositor; ? = inconclusive; · = no result given.

#	Compound	C2C12 statin	S100A4 inh HTS	Cneo AK release	PGC1a acetyl inh
1	COc1cc(Cl)c(C)cc1NC(=O)CSc1ccc(NC(C)=O)cc1	·	-5	·	·
2	Cc1ccc(/C=N/Nc2nc(C)cc(C)n2)cc1	·	-2	2	-4
3	COc1ccccc1CCn1cnc(-c2ccccc2)c1C(C)C	·	0	·	·
4	COCCN(C(=S)Nc1ccc(C)cc1)C(C)c1cccnc1 (configuration not stated)	·	-1	·	2
5	C/C=C/c1ccc2c(c1)[C@H]1[C@H](CCN1S(=O)(=O)c1ccccc1C)[C@@H](CO)N2	·	0	·	-5
6	O=S(=O)(c1ccccc1)N1CCCCN2[C@H](CO)[C@H](c3ccc(C#Cc4cccnc4)cc3)[C@H]2C1	15	-29	3	9
7	O=C(Cc1ccc([N+](=O)[O-])cc1)NNC(=O)c1cccs1	15	-2	-2	-8
8	CCOC(=O)C1(CCCc2ccccc2)CCN(C(=O)c2cnn(CC)c2)CC1	-3	2	-1	-47
9	O=C(NCCc1ccncc1)[C@H]1N[C@H]2c3ccc(/C=C/c4ccccc4)c(=O)n3C[C@H]2[C@@H]1CO	8	-3	-3	·
10	COc1ccc(-c2n[nH]c(=S)n2-c2ccccc2C)cc1	5	1	4	-25
11	C[C@H](CO)N1C[C@H](C)[C@@H](CN(C)S(=O)(=O)c2ccccc2)Oc2ccc(NC(=O)Nc3ccc(C(F)(F)F)cc3)cc2CC1=O	·	-12	·	1
12	Cc1ccc(S(=O)(=O)Nc2ccc3[nH]c(=O)[nH]c3c2)c(C)c1	·	2	·	13
13	CCc1ccc(OCC(=O)NNC(=O)c2nn(CC)c(=O)c3ccccc23)cc1	·	6	·	-12
14	C[C@@H]1CCCCO[C@@H](CN(C)C(=O)CCCN(C)C)[C@H](C)CN([C@@H](C)CO)C(=O)c2cc(NC(=O)Nc3ccc(C(F)(F)F)cc3)ccc2O1	12	·	2	12
15	COc1ccccc1C(=O)Nc1ccc(OCC(=O)N2CCCCC2)cc1	10	0	·	8

#	LGR2 antag	ERAP1 HTS inh	XiGFP reactiv	SIRT5 inh
1	-12	-5	-0.1	-3
2	1	0	0.2	0
3	30	4	0.0	·
4	-22	0	0.0	1
5	-2	-2	0.1	7
6	11	-1	0.2	-5
7	-4	-2	0.0	-18
8	-16	-3	0.1	-3
9	7	-57	0.0	-50
10	12	1	0.0	-4
11	7	0	0.2	19*
12	6	0	0.1	0
13	-4	-2	-0.1	-5
14	-18	·	1.7	·
15	-16	0	0.0	-3

Other results
#	Compound	C2C12 statin	S100A4 inh HTS	Cneo AK release	PGC1a acetyl inh
16	CN(CC1COc2ccccc2O1)C(=O)c1cc(COc2c(F)cccc2F)on1 (configuration not stated)	5	0	0	0
17	Cc1cccc2cccnc12	3	-4	-3	-7
18	COc1ccc(N=Cc2c(O)ccc3ccccc23)cc1	·	-4	·	7
19	O=C(C[C@H]1CC[C@H]2[C@@H](COC[C@H](O)CN2Cc2nccs2)O1)NCc1ccc(Oc2ccccc2)cc1	9	-4	-1	-5
20	COCC(=O)N1[C@H](CO)[C@H](c2ccccc2)C12CN(C(=O)NC1CCCCC1)C2	·	15	·	6
21	Cc1ccc(NC(=O)NC(=O)COc2ccccc2C(N)=O)c(C)c1	10	-2	1	-16
22	COc1ccc(S(=O)(=O)Nc2ccc3c(c2)CC(=O)N([C@H](C)CO)C[C@@H](C)[C@@H](CN(C)Cc2ccc(Oc4ccccc4)cc2)O3)cc1	23	-14	-7	-7
23	C[C@@H]1CN([C@@H](C)CO)C(=O)c2cc(-c3cncnc3)cnc2O[C@@H]1CN(C)C(=O)Nc1ccc2c(c1)OCO2	-9	-16	0	3
24	Cc1nc(C#N)c(N/N=C/c2c(F)cccc2Cl)o1	8	0	-3	-14
25	Cc1ccc(OCC(=O)Nc2cc(NC(=O)COc3ccc(C)c(C)c3)cc(C(=O)O)c2)cc1C	6	3	-3	·
26	CCOC(=O)c1ccc(NC(=O)N2CCN(C(=O)C3CCCO3)CC2)cc1 (configuration not stated)	·	-4	·	·
27	CC(C)(C)C1C/C(=C/c2ccco2)C(=O)/C(=C/c2ccco2)C1 (configuration not stated)	·	·	2	0
28	COc1ccc(NC(=O)N2CCc3cc(OC)c(OC)cc3C2)cc1	17	3	0	·
29	CO[C@H]1CN(C)C(=O)c2ccc(NS(=O)(=O)c3ccc(F)cc3)cc2OC[C@H](C)NC[C@@H]1C	·	-4	·	-4
30	C=CCNc1nc2c(c(=O)n(C)c(=O)n2C)n1Cc1ccc(F)cc1	27	-3	0	8

#	LGR2 antag	ERAP1 HTS inh	XiGFP reactiv	SIRT5 inh
16	1	-3	0.0	-5
17	-2	-1	·	·
18	1	9	0.0	-3
19	8	1	0.0	0
20	3	0	0.2	1
21	-2	-2	0.0	0
22	2	2	-0.6	16*
23	7	2	-0.3	-2
24	-34	3	0.3	1
25	-1	1	0.2	-1
26	·	2	0.1	-3
27	2	·	3.0	·
28	6	0	0.0	-4
29	-8	3	0.0	3
30	12	·	0.1	·

More structures follow.
#	Compound	C2C12 statin	S100A4 inh HTS	Cneo AK release	PGC1a acetyl inh
31	Cc1ccc(S(=O)(=O)N(C)C)cc1N	2	13	0	-3
32	COc1ccc(/C=C2\SC(=S)N(CCC(=O)Nc3ccc(O)cc3)C2=O)cc1	-7	4	1	5
33	C[C@H](CO)N1C[C@H](C)[C@H](CN(C)C(=O)CN(C)C)Oc2ncc(C#Cc3ccncc3)cc2C1=O	15	1	-6	-3
34	CO[C@H]1CN(C)C(=O)c2cc(NC(C)=O)ccc2OC[C@@H](C)N(C(=O)C2CCOCC2)C[C@H]1C	7	0	-4	0
35	CN(c1cccc(NS(=O)(=O)c2cccc([N+](=O)[O-])c2)c1)S(C)(=O)=O	·	-7	·	2
36	Cc1cccc(-c2ccc([C@H]3[C@@H](CO)N4CCCCN(S(=O)(=O)c5cccs5)C[C@@H]34)cc2)c1	·	-24	-1	-4
37	O=C1/C(=C/C=C/c2ccco2)SC(=S)N1NS(=O)(=O)c1ccccc1	·	-12	-1	2
38	CC1CCc2c(sc(/N=C/c3cccnc3)c2C(N)=O)C1 (configuration not stated)	·	0	-1	4
39	C[C@H](CO)N1C[C@H](C)[C@@H](CN(C)S(=O)(=O)c2ccc(F)cc2)OCCCC[C@H](C)Oc2ccc(NC(=O)c3ccncc3)cc2C1=O	·	-10	1	-3
40	O=C1C[C@@H]2c3c(cccc3CN1Cc1ccccc1F)C[C@@H](O)[C@H]2O	126*	-1	0	0
41	COc1ccc(NC(=O)CN2C(=O)NC(C)(c3ccc4c(c3)OCCO4)C2=O)cc1S(N)(=O)=O (configuration not stated)	7	-5	0	-4
42	CCCNC(=O)N1[C@H](CO)[C@@H](c2ccccc2)[C@@H]1C#N	-3	-2	0	0
43	CC(=O)Oc1ccccc1/C=C/c1nc2ccccc2c(=O)o1	18	-6	-5	1
44	Cc1noc(C)c1NC(=O)Nc1ccc2c(c1)C(=O)N([C@H](C)CO)C[C@@H](C)[C@@H](CN(C)C(=O)Nc1c(C)noc1C)OCCCC[C@@H](C)O2	·	6	12	-13
45	N=C1S/C(=C\c2ccc(-c3cccc(Cl)c3)o2)C(=O)N1c1nccs1	·	-2	-2	0

#	LGR2 antag	ERAP1 HTS inh	XiGFP reactiv	SIRT5 inh
31	-23	-3	0.0	-4
32	-26	-5	0.1	-2
33	-9	-2	-1.0	0
34	14	2	-0.3	·
35	5	-7	0.0	-1
36	25	-2	0.0	11
37	1	8	0.2	43*
38	-23	0	0.1	-2
39	-11	0	0.1	3
40	10	-1	-0.1	-8
41	10	-1	0.0	-2
42	2	-1	-0.1	4
43	65*	-1	0.0	-2
44	-18	-1	0.2	0
45	10	1	0.0	-6

Fetched by structure from the entries so far, 4 records:
#	Compound	C2C12 statin	S100A4 inh HTS	Cneo AK release	PGC1a acetyl inh
35	CN(c1cccc(NS(=O)(=O)c2cccc([N+](=O)[O-])c2)c1)S(C)(=O)=O	·	-7	·	2
43	CC(=O)Oc1ccccc1/C=C/c1nc2ccccc2c(=O)o1	18	-6	-5	1
41	COc1ccc(NC(=O)CN2C(=O)NC(C)(c3ccc4c(c3)OCCO4)C2=O)cc1S(N)(=O)=O (configuration not stated)	7	-5	0	-4
44	Cc1noc(C)c1NC(=O)Nc1ccc2c(c1)C(=O)N([C@H](C)CO)C[C@@H](C)[C@@H](CN(C)C(=O)Nc1c(C)noc1C)OCCCC[C@@H](C)O2	·	6	12	-13

#	LGR2 antag	ERAP1 HTS inh	XiGFP reactiv	SIRT5 inh
35	5	-7	0.0	-1
43	65*	-1	0.0	-2
41	10	-1	0.0	-2
44	-18	-1	0.2	0

More entries.
#	Compound	C2C12 statin	S100A4 inh HTS	Cneo AK release	PGC1a acetyl inh
46	CCOC(=O)c1c(SCC(=O)Nc2nc(C)cs2)nc(=O)[nH]c1C	-9	-7	15	-13
47	CCc1ccc(-n2c(=O)c3ccc(C(=O)NCCc4ccccc4)cc3n(CC(N)=O)c2=O)cc1	16	-2	1	-4
48	Cc1cc(Cl)ccc1OCC(=O)Nc1cccc(S(=O)(=O)NC2=NCCCCC2)c1	6	1	-5	?
49	CSc1nc2c(c(=O)[nH]1)C(c1ccc(F)cc1)CC(=O)N2 (configuration not stated)	·	5	·	-1
50	CC(NC(=O)c1ccc2c(c1)OCO2)C(c1cccs1)N1CCN(c2ccccc2)CC1 (configuration not stated)	-36	1	1	-9
51	C[C@H](CO)N1C[C@H](C)[C@@H](CN(C)C(=O)Cc2cccnc2)Oc2ncc(-c3ccncc3)cc2C1=O	-13	19	-5	12
52	Cc1cc(C)cc(NS(=O)(=O)c2cc(C(=O)NCc3ccccn3)ccc2Cl)c1	-6	4	8	·

#	LGR2 antag	ERAP1 HTS inh	XiGFP reactiv	SIRT5 inh
46	16	-1	0.1	-3
47	4	0	-0.1	-2
48	6	3	0.1	-1
49	-44	-6	0.0	-6
50	-6	-1	0.0	-2
51	-7	5	-0.2	11
52	2	1	0.0	·

High-throughput results (PubChem)

A portion of the library; count on the stated rates, not on these rows.
